mcGAS lum – mouse cGAS inhibition by luminescence; inhibition, % at 12.5 µM; Q8C6L5; recombinant cGAS, Kinase-Glo ATP depletion luminescence; actives 0.15% (n = 160,000); AID 1259399;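 note: 0% = negative control wells and 100% = reference inhibitor with no enzyme activity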
NPYLR7 ag – mosquito NPYLR7 agonism | HEK293T NPYLR7/Galpha15, GCaMP6s calcium fluorescence | activation, % at 10 µM | actives 0.15% (n = 270,000) | AID 1259423; in the data active = activation above about 40%;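 note: 0% = vehicle and 100% = reference agonist at the receptor; some compounds past the cut are filed as inactive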
hcGAS lum – human cGAS inhibition; actives 0.081% (n = 290,000); Q8N884; recombinant h-cGAS, ATP depletion, Kinase-Glo luminescence; inhibition, % at 12.5 µM; AID 1259398;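 note: 0% = vehicle reaction and 100% = reaction without DNA for no activity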
Target sequence (Q8N884 whole entry, looked up): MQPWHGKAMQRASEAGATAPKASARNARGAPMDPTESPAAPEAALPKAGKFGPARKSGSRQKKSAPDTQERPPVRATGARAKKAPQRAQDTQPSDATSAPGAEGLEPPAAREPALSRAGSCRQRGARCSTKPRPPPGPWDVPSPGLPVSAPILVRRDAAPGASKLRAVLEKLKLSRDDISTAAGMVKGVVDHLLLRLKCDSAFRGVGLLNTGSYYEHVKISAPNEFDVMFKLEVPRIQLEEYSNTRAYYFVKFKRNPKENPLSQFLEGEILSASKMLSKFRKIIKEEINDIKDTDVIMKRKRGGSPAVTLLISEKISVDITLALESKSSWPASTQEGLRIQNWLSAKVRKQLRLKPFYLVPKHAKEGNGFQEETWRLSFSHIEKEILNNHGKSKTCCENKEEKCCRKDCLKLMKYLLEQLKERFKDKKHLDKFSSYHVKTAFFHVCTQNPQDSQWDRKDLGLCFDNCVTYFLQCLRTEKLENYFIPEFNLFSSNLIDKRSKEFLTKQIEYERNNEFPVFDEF
* marks the source's active call; other numbers are inactive results; . = no result given; & = joins results of further samples. Cut-off read from the data, not from the text of the source, unless noted: active = inhibition above about 40%; inactive = the rest.

item	Compound	mcGAS lum	NPYLR7 ag	hcGAS lum
1	O=S(=O)(Nc1nc2ccccc2nc1N1CCN(c2ccccn2)CC1)c1ccc(Cl)cc1	-1	2	-9
2	O=c1nc(SCc2ccccc2)c2c(n1Cc1ccncc1)CCC2	-10	1	-6
3	Cc1ccc(C2CCCCCN2C(=O)CCc2nc(C3CC3)no2)o1 (stereo not given)	.	-1	-7
4	CCC(C)N(Cc1csc(COc2c(OC)cccc2OC)n1)C(=O)C1CC1 (stereo not given)	-4	5	-4
5	Cc1nc(CCNC(=O)C2CC(C(C)C)=NO2)sc1C (stereo not given)	.	0	-2
6	C=CCOC1C[C@](OCc2cccc(C(F)(F)F)c2)(C(=O)NC(C)C)C[C@@H](O)[C@H]1O (stereo not given in full)	2	3	-2
7	O=C(O)c1occc1-c1ccc(F)cc1	-2	2	1
8	O=C(Cn1ncc2ccccc2c1=O)Nc1ccccc1OC(F)F	.	1	-6
9	CCS(=O)(=O)Nc1cc(Br)ccc1OC	.	1	-1
10	COC(=O)c1cc(C=C2N=C(c3ccc(F)cc3)OC2=O)oc1C	-4	6	-3
11	CCc1nc2ccc(C(=O)N(C)Cc3ccccc3)cn2c1N(C)Cc1ccc(OC)cc1	-5	-5	-12
12	O=c1/c(=C\c2ccc(Cl)c(Cl)c2)sc2nc(-c3cccnc3)nn12	-2	12	-5
13	CCCNc1ccc(C)cc1C(=O)N1CCCC(C(=O)OCC)C1 (stereo not given)	.	-5	-11
14	CCn1cc(CN(C(=O)c2cn3c4c(cccc4c2=O)CC3)C(C)C)cn1	.	5	-10
15	O[N+]1=CC=CCC1=S.On1ccccc1=S.[Zn]	.	-2&3	4&-2
16	CN(C)CCNCC1(c2ccnc(-c3ccc(S(C)(=O)=O)cc3)c2)CC1	-7	-13	-4
17	Cc1ccccc1-n1cnnc1SCc1nc2ccccc2c(=O)[nH]1	.	3	-5
18	COc1cc(-c2nc(S(=O)(=O)c3ccccc3)c(N3CCOCC3)o2)cc(OC)c1OC	.	-6	-8
19	O=C(Nc1ccc(F)cc1F)N1CCC(Cc2ccc(-n3cccc3)cc2)CC1	-7	3	-7
20	CC(C)CC(=O)Nc1cccc([N+](=O)[O-])c1	.	7	-10
21	C=CCn1c(-c2ccc(Cl)s2)csc1=Nc1ccccc1	.	-2	-4&-5
22	Cc1cccc(CC(C)NC(=O)c2coc(COc3ccc4c(c3)OCO4)n2)n1 (stereo not given)	.	-1	1
23	COc1nc(OC)nc(-c2cc(C)ccc2OC)n1	.	-4	3
24	CNC(=O)COc1ccc(-c2c(C)cccc2C)cc1	.	-2	-7
25	O=C(NCc1ccc(F)cc1)c1coc(CN(CCc2c[nH]c3ccccc23)Cc2cccc(C(F)(F)F)c2)n1	-6	10	-2
26	COc1c(O)cc2oc3cc(O)c(CC=C(C)C)c(O)c3c(=O)c2c1CC=C(C)C	.	-6&-7	-7&-5
27	COCCN(CC(=O)Nc1nc(CC(=O)NCc2ccc(F)cc2)cs1)C(=O)c1ccco1	-4	15	-6
28	CCOc1ccc2nc(NC(=O)CC)sc2c1	.	-5	-3
29	CCC(CNC(=O)c1nn(-c2ccccc2)c(C)cc1=O)c1ccccc1 (stereo not given)	-5	-4	-2
30	O=C(COCc1ccccc1)Nc1cccc(-c2cccc(-c3ccc4c(c3)OCCO4)n2)c1	-5	15	-4
31	CCOc1ccc(NC(=O)c2csc(COC(=O)c3ccccc3)n2)cc1	-4	-4	-2
32	CCOC(=O)[C@@H]1CN(C(=O)Cc2cccs2)[C@H]2c3cccc(C)c3O[C@@H]12	-7	-2	-6
33	CC1(C)CC2CC(C)(CN2C(=O)COC(=O)C23CC4CC(CC(Br)(C4)C2)C3)C1 (stereo not given)	.	3	-5
34	COc1cccc(CN(C(=O)c2cccc(Br)c2)C2CC2)c1OCc1nc(CO)cs1	-6	1	-3
35	Cc1cccc(=O)n1CCC(=O)NC1CCC(n2cnnc2)CC1 (stereo not given)	.	0	-6
36	N#CCCCCN1Cc2ccccc2-c2ccccc2C1	.	3	-6
37	Cc1ccc(CCC(=O)N2CCCC(O)C2)c(C)c1 (stereo not given)	-12	1&2	-7&0
38	CC(C)c1noc(CNC(C)(CNC(=O)OC(C)(C)C)C(C)C)n1 (stereo not given)	.	-4	-3
39	CCOC(=O)C(C)Sc1ccc2nnc(-c3cccnc3)n2n1 (stereo not given)	-5	-6	-4
40	COc1ccc(-c2ncc(C)c(N)n2)c(C)c1	.	4	1
41	O=C(CC1CCN(S(=O)(=O)c2ccc(Cl)s2)CC1)NC1CCCCCC1	0	.	0
42	CCCCn1ncc(C)c1NC(=O)c1cccnc1SC	.	2	-4
43	Cc1cnccc1CN(C)C(=O)[C@@H](N)Cc1c[nH]c2ccccc12	.	-6	-4
44	CCc1noc(C)c1C(=O)NCc1ccc(N(C)C)cc1	.	0	-5
45	CCc1nc(-c2c(-c3ccccc3)ncn2CCc2c(C)n[nH]c2C)c(C)[nH]1	.	18	-2
46	CN(CCn1ccc2ccccc21)Cc1cnc(N)nc1	.	6	-3
47	O=C1C(NS(=O)(=O)c2cccs2)=C([n+]2ccccc2)C(=O)c2ccccc21	.	0	-4
48	c1ccc(CCN2CCCC(Cn3ccnc3)C2)cc1 (stereo not given)	-11	17	-4
49	NC(=O)c1ccc(-c2nc(-c3ccc4c(c3)OCCO4)c(-c3ccccn3)[nH]2)cc1	.	6	-5
50	COc1ccc(Cl)c2sc(N(CCN3CCOCC3)C(=O)c3cc(C)n(C)n3)nc12	-7	1	-10

(further entries)
item	Compound	mcGAS lum	NPYLR7 ag	hcGAS lum
51	CCNC(=O)Cn1c(=O)/c(=C/c2ccccn2)s/c1=C\C(=O)C(C)(C)C	.	13	-11
52	Cc1ccc(NC(=O)N2CCN(C(C(=O)N(C)Cc3ccccc3)C3CCCC3)CC2)cc1 (stereo not given)	-6	4	-7
53	Cn1nnc2c(N3CCN(C(=O)CCC4CCCC4)CC3)ncnc21	.	0	-4
54	CNC(=O)[C@@H]1C[C@H](N)CN1C(=O)c1ccccc1C(=O)c1ccc(C)cc1	.	0	-2
55	CC(C)CNC(=O)c1cc(N)ccc1N1CCCC1	.	14	-13
56	Cc1ccccc1C1(O)CCNCC1	.	-8	-7
57	CCN1C(=S)NC(c2ccc(NC(=O)Nc3ccc(SC)cc3)cc2)C(C(=O)OCC(C)C)=C1C (stereo not given)	-6	-6	-5
58	Cc1ccc(-n2c(C)ccc2C)cc1	-4	2	-6
59	Cc1ccc(NC(=O)N2CCSC2c2cccc(Cl)c2)c(C)c1 (stereo not given)	-4	22	-8
60	Cc1cc(C(=O)OCC(=O)c2cccc3ccccc23)c2ccccc2n1	-6	18	-5
61	Cc1ccc(CN(CCc2ccccc2)C(=O)CN(CC(=O)OCc2ccccc2)Cc2ccco2)o1	-5	3	-3
62	COCc1nc(-c2ccccc2)nc(N2CCN(C(=O)c3ccccc3Cl)CC2)c1Cc1c(F)cccc1Cl	-5	26	-5
63	CSc1sc(NC(=O)c2ccc(CN(C)C)cc2)nc1C	-17	4	-1
64	CC(C)(C)N(Cc1ccccc1)C(=O)COc1cccnc1Br	.	-1	-3
65	CCOC(=O)c1sc(=NC(=O)c2ccc(Cl)s2)n(C)c1C	.	-1	-13
66	Fc1ccc(CNCC2(c3ccnc(C4CC4)c3)CC2)cc1Cl	-7	3	-10
67	O=C(O)C1CN(S(=O)(=O)/C=C/c2ccc(Cl)cc2)c2ccccc21 (stereo not given)	.	4	1
68	COc1cc2c(cc1O)NC(=O)CC2c1cn[nH]c1C1CCCCC1 (stereo not given)	-12	.	-5
69	COc1cc(Br)cc2c1OC1(C)CC2NC(=O)N1c1cccc(C)c1 (stereo not given)	-10	-12	-9
70	CCC(=O)c1ccc(OCC(=O)N2CCC3(CCCNC3)C2)cc1 (stereo not given)	.	-1	-5
71	O=[N+]([O-])c1ccc(CSc2ncn[nH]2)cc1	2	6	2
72	COc1ccc(-c2cc(C(=O)NCc3ccc(F)cc3)n(-c3ccc(F)cc3)n2)c(OC)c1	-3	-2	-5
73	CN(Cc1n[nH]c(=S)n1C)S(=O)(=O)c1ccccc1	-6	-4	-5
74	CC(=O)NCC1CCN(C(=O)Cc2ccc3c(c2)CCCC3)CC1	.	3	-6
75	CCOC(=O)c1ccc(-c2coc3cc(O)cc(O)c3c2=O)o1	-2	-2	-3
76	COC(=O)C[C@H]1C(C)(C)C(=O)[C@@H]2CC3C4=CC(=O)O[C@@H](c5ccoc5)[C@]4(C)CCC3[C@@]1(C)C2=O (stereo not given in full)	-4	.	-6
77	CCCCNC(=O)N1CCN(c2cc(Oc3cc(C)ccc3Cl)ncn2)CC1C (stereo not given)	-10	-8	-8
78	O=C(NCc1ccco1)c1csc(COc2ccc3c(c2)OCO3)n1	-7	13	-10
79	COC(=O)c1c(NC(=O)Cn2cnc([N+](=O)[O-])n2)sc2c1CCC(C(C)(C)C)C2 (stereo not given)	-4	-15	1
80	COc1ccccc1C1N=C(c2ccccc2)C(C)(C)N1O (stereo not given)	-8	-12	-6
81	Cc1cc(C(=O)N2CCN(Cc3cccc(-c4noc(-c5cccc(Cl)c5)n4)c3)CC2)no1	-7	5	-4
82	COc1cc(OC)cc(C(=O)NCCc2cc3c(C)ccc(C)c3[nH]c2=O)c1	-6	3	-6
83	O=C(c1cc(-c2ccco2)on1)N1CCCCC1	.	1	-1
84	Cc1cc(C(=O)N[C@@H]2CC[C@@H]3C[C@@H]2[C@@H](O)CO3)c(C)o1	-8	2	3
85	CCCCN(C=O)c1c(CC)nc2ccc(C(=O)NCCCn3ccnc3)cn12	-3	31	-4
86	Cc1cccc(Oc2ccnc(N3CCC[C@H]3C(=O)N3CCN(C)CC3)n2)c1	-3	1	-2
87	O=C(c1ccco1)N1N=C(c2cccs2)CC1c1ccco1 (stereo not given)	.	-5	1
88	CN(C)/C=C1\N=C(c2cccc(Br)c2)OC1=O	-2	3	-2
89	N#Cc1c(NC(=O)C2CC(=O)OC23CCCCC3)sc2c1CCCCC2 (stereo not given)	.	8	-9
90	CC(=O)C(Sc1ncnc2sc(C)c(C)c12)=C(C)O	-2	14	-8
91	CCOc1cc(=O)n2c(c1C(=O)NCC1CCCCC1)CCCCC2	-5	.	-11
92	COc1ccccc1C(=O)N(Cc1c(-c2ccccc2)noc1N1CCCC1)CC(C)C	-5	2	-4
93	CC1CCN(c2nnc(SC(C)c3nc(N)nc(N(C)C)n3)n2C2CC2)CC1 (stereo not given)	.	-5	1
94	CCC(C)Cn1c(-c2ccc(OC)cc2)csc1=Nc1cccc(C(C)=O)c1 (stereo not given)	.	-7	0
95	CC(=O)c1ccc(C(=O)N(Cc2cccnc2)c2nc3c(C)cc(C)cc3s2)cc1	-8	-6	-4
96	O=C1[C@@H]2C[C@H](O)CCN2C(=O)CN1Cc1ccc2c(c1)OCO2	.	10	-6
97	CCc1nc2ccc(C(=O)NCCNC(C)=O)cn2c1N(CC)C(=O)NCCc1ccccc1	-3	-4	-1
98	O=C(CCCCC(=O)NN=Cc1ccc(Br)o1)NN=Cc1ccc(Br)o1	.	2	-1
99	CC(C)(C)OC(=O)COC(=O)c1cnc2ccccc2n1	.	10	-10
100	O=C(N[C@@H]1CCCCC1NC(=O)C1CCCN(C(=O)Cc2ccccc2)C1)c1ccc(F)cc1 (stereo not given in full)	-5	-1	-4

Fetched by structure from the list above:
item	Compound	mcGAS lum	NPYLR7 ag	hcGAS lum
7	O=C(O)c1occc1-c1ccc(F)cc1	-2	2	1
19	O=C(Nc1ccc(F)cc1F)N1CCC(Cc2ccc(-n3cccc3)cc2)CC1	-7	3	-7
76	COC(=O)C[C@H]1C(C)(C)C(=O)[C@@H]2CC3C4=CC(=O)O[C@@H](c5ccoc5)[C@]4(C)CCC3[C@@]1(C)C2=O (stereo not given in full)	-4	.	-6
86	Cc1cccc(Oc2ccnc(N3CCC[C@H]3C(=O)N3CCN(C)CC3)n2)c1	-3	1	-2

Back to the main list with the 2 entries that preceded the break.
item	Compound	mcGAS lum	NPYLR7 ag	hcGAS lum
99	CC(C)(C)OC(=O)COC(=O)c1cnc2ccccc2n1	.	10	-10
100	O=C(N[C@@H]1CCCCC1NC(=O)C1CCCN(C(=O)Cc2ccccc2)C1)c1ccc(F)cc1 (stereo not given in full)	-5	-1	-4
101	Cc1c(Cl)cccc1-c1ccc(/C=N\n2cnnc2)o1	-9	-7	-5
102	CN(Cc1ccc(-n2cccn2)cc1)C(=O)C(=O)c1cccnc1	-12	0	-6
103	CCSC1CCC(N(C)C(=O)C2CC(=O)N(CC)C2)C1 (stereo not given)	.	-3	-8
104	COCCNC(=O)C1(C)CCCN(Cc2ccccc2N(C)C)C1 (stereo not given)	.	3	-17
105	CC(C)c1ccc(C2=NN3CCS(=O)(=O)N=C3S2)cc1	.	3&-7	-8&2
106	O=C(NCc1cc(-c2ccc3c(c2)OCCO3)on1)c1c[nH]c2ccccc12	-6	2	-8
107	Clc1ccc(CN2CCN(c3ncnc4c3cnn4-c3ccccc3)CC2)c(Cl)c1	-5	12	3
108	Cc1cc(C)cc(-n2nnc3c(=O)n(CC(=O)N4CCCc5ccccc54)cnc32)c1	-9	-2	-10
109	CNC(=O)Cn1cc(OC)c(=O)cc1CSc1nnc(C)s1	-8	-6	-6
110	O=C(CCC1CCCC1)N1CCCC(CO)(Cc2ccc(F)cc2)C1 (stereo not given)	.	16	0
111	Cc1ccnc(SCCCn2c(N3CCCCCC3)nc3c2c(=O)[nH]c(=O)n3C)n1	.	-7	4
112	COc1cc(C2=NC(=CC3=Cc4ccccc4OC3)C(=O)O2)cc(OC)c1OC	.	11	-8
113	Cc1ccc(-c2ccc(=O)n(CCCNS(=O)(=O)c3cccnc3)n2)cc1	.	-2	-1
114	CCn1nc(C)c(C(=O)NCc2ccccc2-n2cncn2)c1C	.	-7	1
115	O=C(Nc1ccc(Cl)c(Cl)c1)c1c(O)c2ccccc2[nH]c1=O	-6	6	-4
